# CIT2 TOR yeast = yeast TOR pathway CIT2-GFP modulation. S. cerevisiae CIT2-GFP strain, flow cytometry, 3 h; 100 means same as DMSO wells. GFP response vs DMSO, % at 10 µM. actives 0.065% (n = 320,000);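 active = GFP response relative to DMSO above a set limit, near the screen mean plus 3 SD, cut at about 150% in these data; inconclusive = Fewer than 70 cells measured for a yeast strain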;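 note: ratio of well median GFP fluorescence to mean of DMSO wells on the plate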
# MEP2-GFP yeast = alters MEP2-GFP fluorescence in TOR pathway yeast screen | S. cerevisiae MEP2-GFP strain, flow cytometry GFP, 3 h; 100% = DMSO control level | GFP response vs DMSO, % at 10 µM | actives 0.51% (n = 330,000) | AID 2016;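 active = GFP response versus DMSO above a set limit, roughly screen mean plus 3 SD, cut at about 180% in these data; inconclusive = fewer than 70 cells counted for a yeast strain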;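 note: median GFP fluorescence of the barcode-gated MEP2-GFP cells per well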
# LAP4 TOR yeast = alters LAP4-GFP fluorescence in TOR pathway yeast screen; actives 0.34% (n = 320,000); GFP response vs DMSO, % at 10 µM; S. cerevisiae LAP4-GFP multiplex, flow cytometry GFP, 3 h; median GFP as percent of DMSO wells; AID 2023;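 active = GFP response vs DMSO above a set limit, about the screen mean plus 3 SD, cut at about 150% in these data; inconclusive = under 70 cell events counted for the yeast strain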
# GASC-1 inh = human JMJD2C demethylase inhibition; Q9H3R0; GST-JMJD2C(1-420) H3K9me3 demethylation, DELFIA europium; inhibition, % at 2.35 µM; actives 0.069% (n = 330,000); AID 2099;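 active = more than half of a compound's replicate wells show inhibition beyond 50%, single wells judged on their own value; inconclusive = some, but no more than half, of replicates pass 50% inhibition; inactive = no replicate passes 50% inhibition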;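 note: signal counts dimethyl H3K9 product captured on neutravidin plate; 0% = median of DMSO wells and 100% = 0.3 times that DMSO median; strong numbers were not always called active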
# Target sequence (Q9H3R0 1-420 limits assumed): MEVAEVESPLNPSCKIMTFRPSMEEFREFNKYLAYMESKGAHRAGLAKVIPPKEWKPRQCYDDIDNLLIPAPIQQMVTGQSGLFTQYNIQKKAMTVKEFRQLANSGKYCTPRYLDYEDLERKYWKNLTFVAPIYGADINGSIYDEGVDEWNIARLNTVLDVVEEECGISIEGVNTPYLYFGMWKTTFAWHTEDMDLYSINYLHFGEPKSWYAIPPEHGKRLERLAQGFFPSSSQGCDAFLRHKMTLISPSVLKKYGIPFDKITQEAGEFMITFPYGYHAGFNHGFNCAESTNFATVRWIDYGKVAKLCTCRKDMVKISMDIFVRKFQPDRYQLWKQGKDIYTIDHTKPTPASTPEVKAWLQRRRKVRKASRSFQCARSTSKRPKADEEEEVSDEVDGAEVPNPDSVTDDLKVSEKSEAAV
# GRK2 inh = human GRK2 inhibition via aptamer displacement. P25098. bead flow cytometry, FAM-aptamer displacement from GRK2. inhibition of aptamer binding, % at 10 µM. actives 0.59% (n = 330,000). AID 488847;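 active = inhibition of aptamer binding above 40%, roughly 3 SD of noise, on plates passing a quality check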;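 note: median bead fluorescence of bound FAM aptamer so fluorescent compounds give negative values; no value below 0 was filed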
# Target sequence (P25098 whole entry, looked up): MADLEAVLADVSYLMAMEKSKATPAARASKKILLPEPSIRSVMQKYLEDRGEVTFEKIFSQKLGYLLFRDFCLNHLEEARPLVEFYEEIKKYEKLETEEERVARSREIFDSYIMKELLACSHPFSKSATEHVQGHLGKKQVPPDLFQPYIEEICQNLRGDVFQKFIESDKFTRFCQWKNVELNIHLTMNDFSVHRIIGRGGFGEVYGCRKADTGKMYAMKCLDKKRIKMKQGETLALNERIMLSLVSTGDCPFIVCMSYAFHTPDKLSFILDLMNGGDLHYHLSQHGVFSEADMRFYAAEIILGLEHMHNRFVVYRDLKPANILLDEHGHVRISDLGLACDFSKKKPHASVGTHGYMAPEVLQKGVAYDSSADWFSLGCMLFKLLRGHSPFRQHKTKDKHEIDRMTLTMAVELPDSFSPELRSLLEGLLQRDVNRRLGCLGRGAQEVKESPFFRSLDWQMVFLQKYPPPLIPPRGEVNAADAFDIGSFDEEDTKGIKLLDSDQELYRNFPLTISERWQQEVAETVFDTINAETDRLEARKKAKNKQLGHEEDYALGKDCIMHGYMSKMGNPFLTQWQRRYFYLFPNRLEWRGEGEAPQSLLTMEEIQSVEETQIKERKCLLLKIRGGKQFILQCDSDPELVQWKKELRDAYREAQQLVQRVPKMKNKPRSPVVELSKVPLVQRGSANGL
# VLA-4 inh = inhibition in a human VLA-4 binding assay | inhibition, % (about 7 µM as worked out from the volumes in the protocol) | actives 0.2% (n = 330,000) | VLA-4 expressing cells, ligand binding flow cytometry | AID 2557; in the data active = inhibition above about 50%
# AGP1-GFP MLPCN = yeast TOR pathway AGP1-GFP modulation; GFP response vs DMSO, % at 10 µM; S. cerevisiae AGP1-GFP multiplex flow cytometry, 3 h; GFP as percent of DMSO wells; actives 0.02% (n = 320,000);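 active = GFP response relative to DMSO above a set limit, near screen average plus 3 SD, cut at about 150% in these data; inconclusive = fewer than 70 cells counted for the yeast strain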;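 note: median GFP channel fluorescence of the gated AGP1 strain per well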
# RPL19A-GFP yeast = modulators of TOR pathway RPL19A-GFP in S. cerevisiae | S. cerevisiae RPL19A-GFP strain, flow cytometry, 3 h; active compounds read low | percent response vs DMSO, % at 10 µM | actives 0.3% (n = 330,000) | AID 2025;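 active = percent response vs DMSO below 50%; inconclusive = fewer than 70 events counted for the yeast strain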;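 note: median channel GFP fluorescence of the barcoded RPL19A-GFP strain; ratio of sample median GFP to plate DMSO average so 100% = DMSO; lower means less RPL19A-GFP as with rapamycin TOR inhibition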
# Starred values were filed as active, the others as inactive; ? = inconclusive; · = not tested or not shown; [ ] = another dose, or the depositor's remark.
SMILES,CIT2 TOR yeast,MEP2-GFP yeast,LAP4 TOR yeast,GASC-1 inh,GRK2 inh,VLA-4 inh,AGP1-GFP MLPCN,RPL19A-GFP yeast
Cc1ccccc1S(=O)Cc1ccc(C(=O)NCCCN2CCCCC2)o1 (centres undefined),101,97,97,0,0,7,99,94
Cc1cc(C)n(-c2ccc(C(=O)NC(C)C)cc2)n1,99,106,100,1,0,12,95,99
O=C(CCNS(=O)(=O)c1ccccc1)OCc1nnc(-c2ccccc2)o1,94,100,109,-2,1,0,106,102
O=C(NCc1ccccc1)c1onc(CSc2ccccc2)c1C(=O)NCc1ccccc1,99,94,100,1,0,-6,103,98
Cc1nnc(SCC(=O)NC2CC2)n1CC1CCCO1 (centres undefined),92,98,114,20,0,1,101,94
O=C(NCc1cccs1)c1cc2c(s1)-c1ccccc1OC2,93,99,111,0,3,40,97,100
CCC(C(=O)Nc1cccnc1Cl)c1ccccc1 (centres undefined),100,113,93,-8,·,4,102,110
COc1ccc(Cl)c2sc(N(CCN(C)C)C(=O)c3ccc4c(c3)OCCO4)nc12,100,102,100,7,0,38,99,98
O=C(O)c1ccccc1S(=O)(=O)c1ccccc1CO,98,97,101,5,0,6,100,98
CN(C)c1ccc(/C=C(\NC(=O)c2ccccc2)C(=O)NCc2ccncc2)cc1,113,106,105,-2,0,4,110,106
O=C(NCc1ccco1)c1csc2c1CCCC2,88,96,108,-6,2,13,96,93
COC(=O)c1sc(N2C(=O)C(O)=C(C(=O)c3ccc(C)o3)C2c2ccc([N+](=O)[O-])cc2)nc1C (centres undefined),99,119,96,3,1,-20,97,105
c1ccc(-c2nc(-c3ccco3)n3ccccc23)cc1,?,145[may fluoresce violet],117[may fluoresce violet],93,3,-477,15[may fluoresce violet],99[may fluoresce violet]
Cc1ccc(C)c(S(=O)(=O)C(C#N)c2nc3ccccc3nc2N2CCOCC2)c1 (centres undefined),?,138[may fluoresce violet],89[may fluoresce violet],-3,0,9,18[may fluoresce violet],64[may fluoresce violet]
CC(C)Cn1c(O)c(/C=C2\C=NN=C2c2ccccc2)sc1=S,92,104,97,5,1,3,93,101
O=C1N[C@@H](c2ccccc2)COC(=O)[C@@H](Cc2ccc(F)cc2)C/C=C\C[C@@H]1CC(=O)N(CCO)Cc1ccccc1,86,90,94,12,16,2,95,93
O=C(CCc1nnc(-c2ccc(-c3ccccc3)cc2)o1)N1CCCCC1,88,98,105,9,1,3,91,98
Cc1ccc(-c2nnn(CC(=O)N(CCN3CCOCC3)C(C(=O)NC(C)(C)C)c3ccco3)n2)cc1 (centres undefined),90,98,95,-21,0,8,96,92
O=C(NC1=NCCS1)c1ccc(Cl)c(S(=O)(=O)N2CCCCCC2)c1,101,102,91,2,2,-1,93,92
Cc1nc(OCC(=O)c2ccc(Cl)cc2)c(C#N)c2c1COC(C)(C)C2,98,92,86,-2,0,-12,115,101
CCCc1cc2c(cc1NC(=O)c1ccc(C(C)(C)C)cc1)OCO2,84,97,112,-6,0,-13,89,91
COc1ccc(NC(=O)CSc2nc3ccccc3c(=O)n2CCC(=O)N2CCCCC2)cc1,91,97,97,7,0,-3,100,97
O=C(NCCCc1nc2ccccc2[nH]1)c1cccs1,104,104,101,-6,0,18,109,104
COc1ccc(NC(NC(=O)c2ccc(OC)cc2)C(Cl)(Cl)Cl)cc1 (centres undefined),94,97,102,-15,0,-4,102,98
Cc1ccc(-n2c(O)c(C=NCc3ccccn3)c3ccccc3c2=O)cc1,105,104,101,-11,3,14,103,102
SMILES,CIT2 TOR yeast,MEP2-GFP yeast,LAP4 TOR yeast,GASC-1 inh,GRK2 inh,VLA-4 inh,AGP1-GFP MLPCN,RPL19A-GFP yeast
O=C(Nc1ccc(C(F)(F)F)cc1)c1cnc(N2CCN(c3ccccn3)CC2)c2ccccc12,104,100,105,3,0,-16,105,101
Cc1cc([N+](=O)[O-])nn1CC(=O)N1N=C(C(F)F)CC1(O)C(F)F (centres undefined),103,100,90,5,15,1,101,104
O=C(NN1CCOCC1)c1cc(-c2ccccc2)nc2ccccc12,109,103,94,8,71*,-4,106,101
COc1ccc(OC)c(S(=O)(=O)N2CCN(C(=O)c3cc(C4CC4)nn3-c3ccccc3)CC2)c1,92,100,95,·,0,-11,90,96
COc1ccc(C(=O)Nc2ccc3oc(-c4cccc(F)c4)nc3c2)cc1OC,102,102,95,5,2,36,100,99
Cc1cc(O)c(-c2cc(C(=O)NCc3ccc4c(c3)OCO4)[nH]n2)cc1C,106,103,101,-12,0,0,107,104
Cc1ccnn1CCC(=O)O,89,95,104,-15,0,5,100,96
COc1ccccc1NC(=O)N1CCN(c2ccccn2)CC1,101,102,103,-17,0,52*,102,104
O=C(CCN1C(=O)/C(=C/c2ccc(F)cc2)SC1=S)NNC(=O)c1ccncc1,89,97,98,-2,0,24,93,95
Cn1nc(-c2ccc(OCC(=O)NCC3CCCO3)cc2)c2ccccc2c1=O (centres undefined),100,96,103,17,0,-8,99,98
COc1cccc(NC(=O)CSc2nnc(Cc3ccc(OC)c(OC)c3)o2)c1,94,95,101,10,2,-4,98,98
Cc1ccc(C)n1NC(=O)c1cccc(Cl)c1,102,109,113,0,1,8,110,108
COc1ccc(C(=O)N(CN2CCCC2=O)c2nccs2)cc1OC,99,107,102,16,5,10,106,104
CCCC1(c2ccccc2)NC(=O)N(CC(=O)Nc2cc(S(=O)(=O)N3CCOCC3)ccc2Cl)C1=O (centres undefined),95,103,91,150,0,4,93,97
Cc1ccc(Nc2c(-c3ccccn3)nc3cccc(C)n23)cc1,98,109,109,-17,1,15,87,78
COc1ccc(NC(=O)c2ccc(Cl)nc2)cc1S(=O)(=O)N1CCCCC1,102,101,88,-12,4,-2,96,105
Cc1ccc(C)c(S(=O)(=O)N2CCNCC2)c1,85,86,82,0,1,4,90,95
CNC(=O)N(O)C1N(/N=C/c2ccccc2O)C(=S)SC1(C)C (centres undefined),104,99,105,1,1,13,105,99
CCOC(=O)N1CCC(NC(=O)CN(c2ccc(C(C)C)cc2)S(=O)(=O)c2c(C)nn(C)c2C)CC1,110,107,103,-10,0,4,102,103
CC(=O)NCCCNc1ccc([N+](=O)[O-])cc1,89,100,94,-2,0,2,97,100
CCOc1ccc(NC(=O)COC(=O)c2cc([N+](=O)[O-])ccc2N2CCOCC2)cc1,100,95,91,-4,1,-11,94,92
CCc1ccc(NC(=O)c2ccc(S(=O)(=O)NCc3cccnc3)cc2)cc1,104,107,94,-7,0,10,92,105
O=C(NCc1ccc2c(c1)OCO2)c1cccc(S(=O)(=O)N2CCCC2)c1,97,95,66,-2,2,17,90,101
Cc1cc(C(=O)NNC(=O)C(C)(C)Oc2ccc(Cl)cc2)c(C)o1,101,99,104,4,2,14,105,98
Cc1cc(C)cc(NC(=O)C(Nc2ccccc2)c2ccccc2)c1 (centres undefined),96,96,90,15,0,-6,101,103

# 17 entries from above, set out differently:
# Every second line gives: CIT2 TOR yeast, MEP2-GFP yeast, LAP4 TOR yeast, GASC-1 inh, GRK2 inh, VLA-4 inh, AGP1-GFP MLPCN, RPL19A-GFP yeast
O=C(Nc1ccc(C(F)(F)F)cc1)c1cnc(N2CCN(c3ccccn3)CC2)c2ccccc12
 : 104, 100, 105, 3, 0, -16, 105, 101
Cc1cc([N+](=O)[O-])nn1CC(=O)N1N=C(C(F)F)CC1(O)C(F)F (centres undefined)
 : 103, 100, 90, 5, 15, 1, 101, 104
O=C(NN1CCOCC1)c1cc(-c2ccccc2)nc2ccccc12
 : 109, 103, 94, 8, 71*, -4, 106, 101
COc1ccc(OC)c(S(=O)(=O)N2CCN(C(=O)c3cc(C4CC4)nn3-c3ccccc3)CC2)c1
 : 92, 100, 95, ·, 0, -11, 90, 96
COc1ccc(C(=O)Nc2ccc3oc(-c4cccc(F)c4)nc3c2)cc1OC
 : 102, 102, 95, 5, 2, 36, 100, 99
Cc1cc(O)c(-c2cc(C(=O)NCc3ccc4c(c3)OCO4)[nH]n2)cc1C
 : 106, 103, 101, -12, 0, 0, 107, 104
Cc1ccnn1CCC(=O)O
 : 89, 95, 104, -15, 0, 5, 100, 96
COc1ccccc1NC(=O)N1CCN(c2ccccn2)CC1
 : 101, 102, 103, -17, 0, 52*, 102, 104
O=C(CCN1C(=O)/C(=C/c2ccc(F)cc2)SC1=S)NNC(=O)c1ccncc1
 : 89, 97, 98, -2, 0, 24, 93, 95
Cn1nc(-c2ccc(OCC(=O)NCC3CCCO3)cc2)c2ccccc2c1=O (centres undefined)
 : 100, 96, 103, 17, 0, -8, 99, 98
COc1cccc(NC(=O)CSc2nnc(Cc3ccc(OC)c(OC)c3)o2)c1
 : 94, 95, 101, 10, 2, -4, 98, 98
Cc1ccc(C)n1NC(=O)c1cccc(Cl)c1
 : 102, 109, 113, 0, 1, 8, 110, 108
COc1ccc(C(=O)N(CN2CCCC2=O)c2nccs2)cc1OC
 : 99, 107, 102, 16, 5, 10, 106, 104
CCCC1(c2ccccc2)NC(=O)N(CC(=O)Nc2cc(S(=O)(=O)N3CCOCC3)ccc2Cl)C1=O (centres undefined)
 : 95, 103, 91, 150, 0, 4, 93, 97
Cc1ccc(Nc2c(-c3ccccn3)nc3cccc(C)n23)cc1
 : 98, 109, 109, -17, 1, 15, 87, 78
COc1ccc(NC(=O)c2ccc(Cl)nc2)cc1S(=O)(=O)N1CCCCC1
 : 102, 101, 88, -12, 4, -2, 96, 105
Cc1ccc(C)c(S(=O)(=O)N2CCNCC2)c1
 : 85, 86, 82, 0, 1, 4, 90, 95

# The list continues.
SMILES,CIT2 TOR yeast,MEP2-GFP yeast,LAP4 TOR yeast,GASC-1 inh,GRK2 inh,VLA-4 inh,AGP1-GFP MLPCN,RPL19A-GFP yeast
Cc1ccccc1N1C(=O)N(c2cccc(C(F)(F)F)c2)C2CS(=O)(=O)CC21 (centres undefined),94,103,89,7,2,-2,101,101
CCc1nn(CC(=O)NCCCN2CCCC2=O)c(=O)c2cc3sccc3n12,102,99,96,3,3,-10,101,98
CCNC(=O)CSc1nnc(-c2ccc(OC)cc2)n1CC(C)C,114,107,110,-12,0,0,104,103
C[C@H](NC(=O)c1ccc(C(C)(C)C)cc1)C(=O)N1CCOCC1,97,100,93,1,1,8,87,90
O=C(CCc1nnc(COc2ccccc2)o1)NCc1ccccc1,74,107,89,-7,0,11,101,102
Cc1nnc(C)n1/N=C/c1ccc(-c2ccccc2)cc1,100,99,106,3,0,6,111,102
CCC(=O)c1ccc(N2CCN(C(=O)c3cccs3)CC2)c(F)c1,100,113,104,-21,17,7,94,103
COC1c2ccccc2C(=O)N1Cc1ccc(F)cc1 (centres undefined),95,108,98,0,3,-2,97,106
CC(=O)Nc1cccc(Nc2nc(-c3ccccc3F)nc3ccccc23)c1,95,96,92,12,2,10,96,100
CC(NCc1ccc(F)cc1)C(=O)NC1CCCCC1 (centres undefined),93,100,91,0,0,1,93,98
C#CCOc1nc2c(c(=O)n(C)c(=O)n2C)n1Cc1ccccc1,106,115,109,5,0,-18,104,103
CC(C)(C)C(=O)Cn1ncc(N2CCCC2)c(Br)c1=O,103,97,96,-2,1,3,108,99
COc1ccc(N2CCC(CNC(=O)Nc3ccc(C)c(C)c3)C2)cc1 (centres undefined),99,102,101,5,0,-9,98,97
COc1ccc2nc(Cl)c(C3CC(c4ccco4)=NN3C(=O)CCC(=O)O)cc2c1 (centres undefined),108,110,98,1,0,32,107,108
COc1ccc(C(=O)CSc2nnc(CN3CCCCC3)n2-c2ccc(Cl)cc2)cc1OC,109,101,96,12,14,-9,108,115

# Screening data as filed in PubChem BioAssay.
